High-throughput results: PubChem, Small Molecule Screening Facility, UW Madison
RMI-FANCM inh = inhibitors of human RMI core complex binding to FANCM MM2 | Fluorescence polarization, RMI core complex with F-MM2 peptide; stronger effect = lower value | FP signal (polarization) at 33 µM | 70,000 compounds, 0.58% hits; in the data active means FP signal below about 40; further: inactives centre near 61; strong numbers were not always called active; unit not given here
Numbers without * were called inactive; & = joins results of further samples. Only part of the results is shown (hit frequency here may not be typical).

RMI-FANCM inh	structure
65	Cc1cccc(-n2nc3c(c2NC(=O)CCC2CCCCC2)CS(=O)C3)c1C (stereo unspecified)
60	O=C(NC(=S)N1CCCc2ccccc21)c1ccccc1
83	Cc1csc2nc(-c3cccc(NC(=O)c4ccc(Cl)cc4)c3)cn12
58	Cc1n[nH]c(C)c1S(=O)(=O)N1CCCCC1
65	CN1CCN(CC/C=C2/c3ccccc3Sc3ccc(S(=O)(=O)N(C)C)cc32)CC1
53&56&50	NC(N)=NCCCCN=C(N)N
65	COc1ccccc1N1CCN(CCNC(=O)C(=O)NC2CCCCC2)CC1
111	CC1=C(C(=O)Nc2cccnc2)C(c2cccc(F)c2)n2nc(SCc3ccccc3Cl)nc2N1 (stereo unspecified)
67	COc1ccc(-c2ccc(=O)n(CCCNS(=O)(=O)c3ccc(Cl)cc3)n2)cc1
72	NC(=O)CSc1nc2[nH]ncc2c(=O)n1-c1ccccc1
57	Cc1nc(C(F)(F)F)ccc1C(=O)Nc1oc(-c2ccccc2)cc1C#N
71	O=C(NNC(=O)c1cccn(Cc2ccc(Cl)c(Cl)c2)c1=O)c1cccs1
57	COc1cc(CSc2nc(CC(=O)NCc3cccs3)cs2)cc(OC)c1
60	Cc1cc(C)c(NC(=O)/C(C#N)=C\c2ccc(C)o2)c(C)c1
64	COCCn1c(=NC(=O)c2ccno2)sc2cccc(F)c21
64	COC(=O)c1ccc(OC(=O)CS(=O)c2ccccc2[N+](=O)[O-])cc1 (stereo unspecified)
65	CCOC(=O)c1ccc(NC(=O)CSc2nc(C)ccc2C#N)cc1
79	COc1cccc(NC(=O)Cc2csc(SCc3ccc(Cl)cc3)n2)c1
-17	O=C(/C=C/c1ccc(-c2nc3ccccc3s2)o1)c1ccc(-c2ccc(F)cc2)o1
61	O=c1[nH]c2cc([N+](=O)[O-])c([N+](=O)[O-])cc2[nH]c1=O
70	O=c1ccc(-c2ccccc2)nn1CCCNS(=O)(=O)CCc1ccccc1
62	O=C(O)c1ccc(CNC2CCS(=O)(=O)C2)cc1 (stereo unspecified)
60	O=C(Nc1ncc(-c2ccccc2)s1)c1cccc(N2C(=O)CCC2=O)c1
74	COC(=O)c1cc(OC)c(OC)cc1NC(=O)c1ccc2snnc2c1
58	CCc1c(O)c2ccccc2[nH]c1=O

Following part.
RMI-FANCM inh	structure
57	COc1ccc2cc(/C(C)=N\OC(=O)C(C)(C)C)ccc2c1
67	O=c1[nH]cnc2c1nnn2Cc1ccccc1F
76	CC(C)c1ccc(NC(=O)C(=O)NCC2CCN(C3CCCC3)CC2)cc1
54	ON=C1C/C=C\CC(=NO)C/C=C\C1
54	NCCCC(=O)O
65	COCCn1c(=NC(=O)c2cc(C)no2)sc2cc(S(C)(=O)=O)ccc21
80	Cc1ccc(NC(=O)Cn2c(=O)n(Cc3ccccc3Cl)c(=O)c3nccnc32)c(C)c1
64	CN(C)S(=O)(=O)c1ccc(-c2nnc(NC(=O)Cc3cccs3)o2)cc1
87	Cc1c(C(=O)OCc2cccc(Cl)c2)nnn1-c1ccc(Br)cc1
60	CCc1nnc(NS(=O)(=O)c2ccc(NC(=O)c3cc4c(ccc5ccccc54)oc3=O)cc2)s1
56	COc1cccc(-c2ccc(=O)n(CC(=O)Nc3cccc(C)c3C)n2)c1
46	CS(=O)(=O)c1ccc(CC(=O)Nc2nc(-c3ccccn3)cs2)cc1
68	COc1c2c(cc3occ(-c4ccc5c(c4)OCO5)c(=O)c13)OC(C)(C)C=C2
54	CCOC(=O)N1CCN(c2ncnc3c2nnn3CC)CC1
60	N#C/C(=C\Nc1ccc2c(c1)OCCO2)S(=O)(=O)c1ccc(Cl)cc1
54	COc1ccc(CC(=O)N2CCN(c3ncccn3)CC2)cc1OC
63	Cc1c(C)n2c3c(=O)n(C/C=C/c4ccccc4)c(=O)n(C)c3nc2n1CCCN(C)C
69	C=CCn1c(SCC(=O)c2ccc3ccccc3c2)nc2scc(-c3ccc(C)o3)c2c1=O
70	CN1C(=O)c2cc(NS(=O)(=O)Cc3ccc(Cl)cc3)ccc2Oc2ccccc21
65&56	Cc1cc(C)cc(NC(=O)C(=O)NCC(c2cccs2)N2CCc3ccccc3C2)c1 (stereo unspecified)
48	COC(=O)c1sccc1NC(=O)Cn1nnc(-c2cccc(C(F)(F)F)c2)n1
67	CC(C)(C)CC(=O)NCCn1ncc2c(=O)n(Cc3ccccc3F)cnc21
65	Cn1c(SCC(=O)Nc2cccc(Cl)c2)nnc1-c1cccn(C)c1=O
64	Cc1cc(NC(=O)CSc2ccc(NC(=O)c3ccccc3F)nn2)on1
63	CC(C)c1nnc(NC(=O)c2c[nH]c3c(C(F)(F)F)cccc3c2=O)s1

Taken from above (19 entries):
RMI-FANCM inh	structure
57	COc1ccc2cc(/C(C)=N\OC(=O)C(C)(C)C)ccc2c1
67	O=c1[nH]cnc2c1nnn2Cc1ccccc1F
76	CC(C)c1ccc(NC(=O)C(=O)NCC2CCN(C3CCCC3)CC2)cc1
54	ON=C1C/C=C\CC(=NO)C/C=C\C1
54	NCCCC(=O)O
65	COCCn1c(=NC(=O)c2cc(C)no2)sc2cc(S(C)(=O)=O)ccc21
80	Cc1ccc(NC(=O)Cn2c(=O)n(Cc3ccccc3Cl)c(=O)c3nccnc32)c(C)c1
64	CN(C)S(=O)(=O)c1ccc(-c2nnc(NC(=O)Cc3cccs3)o2)cc1
87	Cc1c(C(=O)OCc2cccc(Cl)c2)nnn1-c1ccc(Br)cc1
60	CCc1nnc(NS(=O)(=O)c2ccc(NC(=O)c3cc4c(ccc5ccccc54)oc3=O)cc2)s1
56	COc1cccc(-c2ccc(=O)n(CC(=O)Nc3cccc(C)c3C)n2)c1
46	CS(=O)(=O)c1ccc(CC(=O)Nc2nc(-c3ccccn3)cs2)cc1
68	COc1c2c(cc3occ(-c4ccc5c(c4)OCO5)c(=O)c13)OC(C)(C)C=C2
54	CCOC(=O)N1CCN(c2ncnc3c2nnn3CC)CC1
60	N#C/C(=C\Nc1ccc2c(c1)OCCO2)S(=O)(=O)c1ccc(Cl)cc1
54	COc1ccc(CC(=O)N2CCN(c3ncccn3)CC2)cc1OC
63	Cc1c(C)n2c3c(=O)n(C/C=C/c4ccccc4)c(=O)n(C)c3nc2n1CCCN(C)C
69	C=CCn1c(SCC(=O)c2ccc3ccccc3c2)nc2scc(-c3ccc(C)o3)c2c1=O
70	CN1C(=O)c2cc(NS(=O)(=O)Cc3ccc(Cl)cc3)ccc2Oc2ccccc21

Following part:
RMI-FANCM inh	structure
64	COC(=O)c1ccc(C(=O)Nc2nnc(Cc3ccc(C)cc3)o2)cc1
48&51	C(=N/NC1=NCCN1Cc1ccccc1)/c1ccc2c(c1)OCO2
51	COc1ccccc1NS(=O)(=O)c1ccc(Oc2ccccc2OC)cc1
61	CCn1ccnc1N1CCN(C(C)=O)CC1
64	CC(=O)c1cccc(N=Cc2ccc(OC(=O)c3ccccn3)cc2)c1
55	O=C(CN1C(=O)c2ccccc2C1=O)Nc1nc2c(s1)CCCC2
67	CS(=O)(=O)c1cccc(-c2nnc(N)o2)c1
-31	N/C(Cc1nc2cccnc2n1C1CC1)=N/OC(=O)c1ccc(OC(F)(F)F)cc1
64	CNC(=O)Cc1csc(Nc2ccc(F)cc2)n1
62	COc1ccc(C(=O)NCc2nnc(SCC(=O)Nc3nnc(C)s3)n2CCc2ccccc2)cc1
64	O=C(Nc1nnc(-c2ccc(Br)cc2)o1)c1ccc(F)cc1
59	O=C(N1CCc2ccccc2C1)C1(c2cccs2)CCCC1
60&63	CC1(C)CC(=O)c2cc(OCc3ccc([N+](=O)[O-])cc3)c(OCc3ccc([N+](=O)[O-])cc3)cc2O1
86	O=C(CSc1nnc2ccc(-c3cccnc3)nn12)Nc1ccc(Cl)c(Cl)c1
59	O=C(/C=C/c1cccs1)NC(=S)N1CCc2ccccc21
53	O=C(NCc1c(F)cccc1F)C(=O)NC1CC1
54	CC(=O)c1ccc(NC(=O)CSc2nc(C(F)(F)F)cc(=O)[nH]2)cc1
55	COc1ccc(C(=O)NCCSCc2ccc(F)cc2)cc1
62	O=C(c1c(F)cccc1Cl)N1CCN(c2ccc3nnc(-c4ccco4)n3n2)CC1
60	O=C(Cc1ccc(Cl)cc1)NCCOc1ccc(F)cc1
64	O=C(NCc1ccc(F)cc1)c1ccc(=O)n(Cc2cccc(F)c2)n1
64	O=C(CCSc1ccccc1)Nc1nnc(-c2ccno2)o1
53	CC(C)c1ccc(NC(=O)C(=O)NCc2ccc(Cl)cc2)cc1
55	Cc1cc(C)c2c(c1)CC(C)(C)/C(=N\NC(=O)CC#N)C2=O
65	COc1ccc(CCNC(=O)Cn2cnc(-c3ccc(F)cc3)cc2=O)cc1OC

Remaining list, next part.
RMI-FANCM inh	structure
62	O=C(NCCn1ncc2c(N3CCN(c4ncccn4)CC3)ncnc21)c1cc2ccccc2o1
66	CC(C)c1cc(=O)n2c(n1)SCC2CC(=O)NCc1ccc(Cl)cc1 (stereo unspecified)
56	CO/N=C1/CC(C)(C)Cc2c(-c3ccn(C(C)=O)n3)sc(SC)c21
61	CC(=O)Nc1cc(-c2ccccc2)[nH]n1
66	CC(C)CCN1C(=O)CCc2cc(NC(=O)c3ccc(F)cc3Cl)ccc21
64	O=c1c2ccccc2nc2n1CCS2
56	Cn1nc(-c2ccc(Cl)cc2)cc1NC(=O)CCCC(=O)O
55	COc1ccc(Oc2ncccc2NC(=O)c2ccccc2C(F)(F)F)cc1
115	COC(=O)c1c(NC(=O)C2=COCCO2)sc(C)c1C
88	CCN1C(=O)/C(=C\c2ccc(NC(=O)C(F)(F)F)cc2)SC1=S
62	O=C(NC(NCc1cccnc1)C(Cl)(Cl)Cl)c1cccc2ccccc12 (stereo unspecified)
79	O=C(NCc1ccc2c(c1)OCO2)c1ccc2c(=O)nc3c(-c4cccc(F)c4)n[nH]n3c2c1
67	O=C(NCCn1ncc2c(N3CCN(Cc4ccccc4)CC3)ncnc21)c1c(F)cccc1Cl
61	COc1cc(OC)cc(N2C(=O)C3N=NN(Cc4nc(-c5ccccc5C)no4)C3C2=O)c1 (stereo unspecified)
63	C=C(C)CSCc1nc2ccccc2[nH]1
59	O=C1/C(=C/c2cccc([N+](=O)[O-])c2)CC/C1=C\c1cccc([N+](=O)[O-])c1
62	CC1CN(C(=O)c2cccc3c2-c2ccccc2C3=O)CC(C)O1 (stereo unspecified)
62	CC(C)(C)n1ncc2c(=O)n(NC(=O)C3CC3)cnc21
59&57	O=C1NCCCCC1N=CNO (stereo unspecified)
58	O=C(Sc1ccccn1)c1cnn(-c2ccccc2)c1C(F)(F)F
58	N#CC(C#N)=C(NC(=O)c1ccccc1Cl)Nc1ccc(Cl)cc1
54	O=S(=O)(Cc1nc(-c2ccc(Cl)s2)cs1)c1cccs1
61	Cn1cccc1C(CNC(=O)C(C)(C)C)N1CCc2ccccc2C1 (stereo unspecified)
50	O=c1c2ccccc2nc2n1CCN2Cc1ccccc1
54	NNC(=O)c1nc(-c2cccs2)no1

In a second layout: entries from further up
smiles	RMI-FANCM inh
Cn1cccc1C(CNC(=O)C(C)(C)C)N1CCc2ccccc2C1 (stereo unspecified)	61
O=c1c2ccccc2nc2n1CCN2Cc1ccccc1	50

(continued)
RMI-FANCM inh	structure
59	CCOc1ccc(Br)cc1/C=C/C(=O)Nc1ccc2c(c1)OCO2
62	Cc1cccc2c1Oc1nc(-c3ccc(F)cc3)nc(SCC(=O)Nc3cccc(Cl)c3)c1C2
57	Cc1cc2cc(CNC(=O)Nc3ccccc3)ccc2[nH]1
61	CCOC(=O)c1c(-c2ccc(F)cc2)csc1NC(=O)CNCc1ccccc1
62	CCC(CO)NCC(O)COCc1ccc(Cl)cc1 (stereo unspecified)
57	O=C(Cc1cccc2ccccc12)NCC(c1ccsc1)N1CCOCC1 (stereo unspecified)
56	COC(=O)C1=C(NC(=O)c2ccccc2F)CCS1
64	O=C(CCC1=NS(=O)(=O)c2ccccc2N1)Nc1ccc(F)cc1
80	COc1ccc(CCNC(=O)Cn2cnc(-c3ccc(C)cc3)cc2=O)cc1OC
85	CCc1ccc(S(=O)(=O)N2CCN(c3ccc(-c4cccs4)nn3)CC2)s1
54	CC1(C)CC(=O)C=C(N2CCOCC2)C1
58	CCOC(=O)C(C)Sc1nnc2n1CCN2c1ccccc1 (stereo unspecified)
66	O=C(NCC1CCCCC1)c1cccnc1
70	OC(CNCc1ccc(Cl)cc1)CSc1ccccc1 (stereo unspecified)
60	O=C(CSc1nnc(NC(=O)c2ccc(Cl)cc2Cl)s1)NCc1ccco1
67	Cc1cccc(S(=O)(=O)c2c(N)n(/N=C\c3cccs3)c3nc4ccccc4nc23)c1
55	COc1ccc(CNC(=O)NCCS(=O)(=O)c2c(C)n(C)c3ccccc23)cc1OC
63	O=C(Cn1c(=O)nc(-c2ccccc2)c2cc(Cl)ccc21)NCc1ccco1
60	N#CC1=C(SCC(=O)Nc2ccc(Cl)cc2)NC(=O)CC1c1cccs1 (stereo unspecified)
73	O=C(NCC(=O)N1CCOC(c2ccccc2)C1)C1CCCCC1 (stereo unspecified)
55	CCCCCCCCCCCCCCCC(=O)OC/C=C(C)/C=C/C=C(C)/C=C/C1=C(C)CCCC1(C)C
64	NC(=O)Cn1c(=O)c2ccccc2c2ccccc2c1=O
55	O=Cc1c(-c2ccccc2)nc2ccccn12
66&55	Cc1cccc(N(C)C(=S)Oc2ccc3ccccc3c2)c1
65	CCCS(=O)(=O)N1CCc2ccc(NC(=O)c3ccc(C(F)(F)F)cc3)cc2C1

Next results follow:
RMI-FANCM inh	structure
60	O=S(=O)(Nc1ccc(-c2cc3cc(Cl)ccc3o2)cc1)c1ccccc1
52	COc1ccc(C)cc1NC(=O)C(=O)NCCCc1ccccc1
67	Cc1ccc(Cn2cnc3c(cnn3CCNC(=O)Cc3cccc(C)c3)c2=O)cc1
60	COc1cc2c(cc1OC)C(COc1ccc([N+](=O)[O-])cc1)N(C(=O)c1ccccc1Br)CC2 (stereo unspecified)
38	NS(=O)(=O)c1ccc(CCNC(=O)C(=O)NCc2ccc3c(c2)OCO3)cc1
65	CCOC(=O)c1csc(NC(=O)c2cc(OC)c(OC)c(OC)c2)n1
63	CN(CCCC(=O)NC(C)(C)CO)S(=O)(=O)c1ccc2c(c1)C(=O)c1ccccc1C2=O
